Bioassay records: PubChem BioAssay, several laboratories
LEDGF integ inh = blocks HIV-1 LEDGF/p75-dependent DNA integration; TR-FRET IN-LEDGF/p75 DNA integration, Eu/Cy5; inhibition, % at 3.7 µM; actives 0.64% (n = 370,000); AID 743269;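 active = inhibition above the screen-wide mean plus 3 SD, cut at about 13% in these data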;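 also: signal is the Cy5 over europium emission ratio at 671 and 618 nm; 0% = plate median of compound wells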
PRMT1 FP inh = PRMT1 (human) inhibition, primary screen | recombinant PRMT1, activity-based probe fluorescence polarization | inhibition, % at 2.79 µM | AID 652257 | Q99873 | actives 1.3% (n = 370,000);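 active = inhibition above about 21% made by adding two undisclosed values, limit read from the data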
Target sequence (Q99873 whole entry, looked up): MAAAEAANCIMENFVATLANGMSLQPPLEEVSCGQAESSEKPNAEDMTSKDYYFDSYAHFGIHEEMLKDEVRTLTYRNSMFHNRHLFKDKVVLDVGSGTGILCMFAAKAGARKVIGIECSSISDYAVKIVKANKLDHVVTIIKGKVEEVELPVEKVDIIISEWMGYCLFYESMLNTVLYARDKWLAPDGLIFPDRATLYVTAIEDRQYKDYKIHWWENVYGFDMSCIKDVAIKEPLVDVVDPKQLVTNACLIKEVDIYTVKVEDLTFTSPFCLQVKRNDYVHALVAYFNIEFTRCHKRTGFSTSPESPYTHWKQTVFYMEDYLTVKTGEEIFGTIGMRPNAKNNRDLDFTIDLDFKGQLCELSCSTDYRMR
MBD2 inh = MBD2-methylated oligo binding inhibition. Q9UBB5. TR-FRET, MBD2 binding to methylated oligonucleotide. inhibition, % at 4.4 µM. actives 0.31% (n = 370,000); in the data active = inhibition above about 13%
TCR CD3 inh = inhibitors of human TCR-CD3 interaction. actives 0.37% (n = 360,000). TAMRA-labeled TCR probe fluorescence, biochemical. AID 651800. inhibition, % at 9.4 µM; in the data active = inhibition above about 19%;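 also: recombinant mutant TCR 2C K166C tagged with TAMRA read by polarization; 0% = receptor in buffer alone and 100% = receptor with positive control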
mABHD4 FP = inhibits mouse alpha/beta hydrolase domain 4; AID 720543; actives 0.54% (n = 370,000); purified mABHD4, FP-Rh probe fluorescence polarization; inhibition, % at 8.92 µM;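 active = inhibition exceeding the mean over every tested compound plus 3 SD, cut at about 30% in these data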;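 also: 0% = plate median of compound wells and 100% = S159A mutant with DMSO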
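Assay system: mouse ABHD4 enzyme, wild type / Also added: fluorescent activity-based probe FP-Rh / Doses: single nominal dose of 8.92 µM, 0.89% DMSO final / Timing: 45 min compound pre-incubation plus 60 min probe step, 25 °C / Signal: FP readout, ex 525 nm / em 598 nm / Control set: S159A mutant/DMSO as 100%, compound-well median as 0%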
HTRA1 inh = inhibitors of human serine peptidase HTRA1. Q92743. recombinant HTRA1, FP-rhodamine activity-based probe, fluorescence polarization. inhibition, % at 5.96 µM. actives 0.5% (n = 340,000). AID 504803; in the data active = inhibition above about 36%;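 also: 0% = enzyme with DMSO and 100% = wells lacking enzyme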
Target sequence (Q92743 whole entry, looked up): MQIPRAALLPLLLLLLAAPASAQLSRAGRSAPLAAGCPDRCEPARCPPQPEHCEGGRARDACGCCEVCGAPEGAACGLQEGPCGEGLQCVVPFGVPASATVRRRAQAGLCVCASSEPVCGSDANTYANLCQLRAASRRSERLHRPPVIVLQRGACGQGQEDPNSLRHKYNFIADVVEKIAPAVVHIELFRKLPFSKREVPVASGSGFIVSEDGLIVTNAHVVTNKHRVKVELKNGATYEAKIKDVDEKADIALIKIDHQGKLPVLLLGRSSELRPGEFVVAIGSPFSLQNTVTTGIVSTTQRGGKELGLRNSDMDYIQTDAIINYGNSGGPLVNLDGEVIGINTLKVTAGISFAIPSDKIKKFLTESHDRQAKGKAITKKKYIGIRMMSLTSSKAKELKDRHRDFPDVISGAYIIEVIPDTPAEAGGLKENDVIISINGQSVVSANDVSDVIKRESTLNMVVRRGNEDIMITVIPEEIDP
rCAG RNA binder = r(CAG) repeat RNA binding | TO-PRO-1 dye displacement fluorescence | inhibition, % at 3 µM | actives 1.3% (n = 370,000) | AID 651821;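 active = inhibition above the plate cutoff, the mean of all test compounds on that plate plus 3 SD, cut at about 35% in these data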;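 also: 0% = DMSO alone and 100% = 100 µM mitoxantrone as full dye displacement; higher means more dye released from RNA so lower well fluorescence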
UHRF1 MBD2 ctr = UHRF1 methyl-DNA binding inhibition; Q96T88; actives 0.75% (n = 370,000); UHRF1 binding to methylated oligo, TR-FRET; inhibition, % at 4.4 µM; in the data active = inhibition above about 21%;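 also: UHRF1 SRA domain binding a hemimethylated CpG hairpin DNA probe; 0% = median of test compound wells and 100% = reference inhibitor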
NR1D1 modulator = modulators of human Rev-erb alpha DNA binding | Rev-erbα–FITC-DNA binding, fluorescence polarization, 90 min | activity, % at 10 µM | actives 0.79% (n = 370,000) | AID 1259318;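 active = activity above about 14%, limit read from the data; passing the limit was not always enough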;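 also: 0% = DMSO wells with 35 nM protein and 100% = DMSO wells with 750 nM protein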
PG9 binder = binds the HIV-1 gp120 antibody PG9 | actives 0.43% (n = 360,000) | inhibition, % at 6.7 µM | AID 624416 | TR-FRET gp120-PG9 antibody binding; in the data active = inhibition above about 8.5%
Numbers without * were called inactive; . = not tested or not shown. Only part of the results is shown; the hit share may differ from the screen's.

#	Structure	LEDGF integ inh	PRMT1 FP inh	MBD2 inh	TCR CD3 inh	mABHD4 FP	HTRA1 inh	rCAG RNA binder	UHRF1 MBD2 ctr	NR1D1 modulator	PG9 binder
1	CN1C(=O)COc2ccc(C(=O)c3ccccc3C(=O)O)cc21	-3	2	2	-3	-2	-2	-1	2	-6	2.6
2	CCc1ccc([C@@H]2CC=C(C(=O)O)[C@H](c3ccc(C)cc3)N2S(=O)(=O)c2ccc(C)cc2)cc1	-1	2	1	-10	3	-58	79*	1	-4	-0.5
3	O=C(NS(=O)(=O)c1ccccc1[N+](=O)[O-])c1ccccc1	2	-2	-4	-4	7	2	0	2	-5	1.1
4	COC(=O)[C@H](Cc1ccc(O)cc1)NC(=O)Cn1cnc2c(NCc3ccccc3)ncnc21	-5	-2	0	-1	-5	2	0	-1	-5	-0.3
5	O=C(CNS(=O)(=O)c1cc2ccccc2s1)N1CCN(c2ccccn2)CC1	0	-2	-3	.	3	.	3	0	6	.
6	O=C(NCc1ccco1)c1nn(-c2ccccc2)c(=O)c2ccccc12	0	0	-2	-3	-8	3	5	1	2	0.4
7	COc1ccc(C(=O)OC(C)C(=O)NCC2CCCCC2)cc1S(=O)(=O)N1CCOCC1 (configuration not stated)	0	0	-3	-2	-1	2	1	3	2	0.7
8	CCN(CC)c1ccc(N2C(=NC(=O)C3CC3)SC3CS(=O)(=O)CC32)cc1 (configuration not stated)	1	3	-2	-3	-5	0	0	5	-2	-0.9
9	COc1cccc(NC(=O)CN(C)CC(=O)NCC(=O)Nc2ccc(F)cc2)c1	-1	1	-4	-3	1	5	3	-4	4	-0.4
10	Cc1cc(C)n(CC(O)COc2c(C)cccc2C)n1 (configuration not stated)	-2	-1	-1	-6	2	-2	-7	1	-9	-0.5
11	Cc1ccc(OCC(=O)NNC(=O)C2CCN(c3ncnc4sc(C)c(C)c34)CC2)cc1	2	-2	-6	3	3	-16	-5	-1	-2	-1.0
12	Cc1nn(C(C)(C)C)c(OC(=O)c2ccco2)c1Sc1ccccc1	6	2	1	14	-4	-10	-2	1	-5	1.9
13	Cc1cc(N)n(-c2nc3ccccc3s2)n1	0	0	2	1	-1	1	3	-3	-1	0.2
14	COc1ccc(Oc2nnc(-c3ccc(C)cc3)c3ccccc23)cc1	3	-4	-6	0	1	-1	-2	1	27*	1.6
15	Cc1cc(O)cc(=O)n1-c1cc(C(F)(F)F)cc(C(F)(F)F)c1	-5	-3	1	-3	0	.	0	0	-2	-0.7
16	COc1ccc(C(O)(CCN2CCCCC2)C2CCCCC2)cc1 (configuration not stated)	2	0	-3	3	1	-11	-5	2	-4	0.6
17	O=C(O)c1cc2n(n1)C(C(F)(F)F)CC(c1ccco1)N2 (configuration not stated)	2	1	-2	9	14	3	2	0	7	-0.1
18	C/C(CC(=O)NCc1ccco1)=N\NC(=O)Cc1ccc(-c2ccccc2)cc1	0	0	1	-4	-1	1	3	1	2	1.8
19	O=C(Nc1ccn(CCCNCc2ccc3c(c2)OCO3)c(=O)n1)OCc1ccccc1	2	-1	4	4	3	-4	9	-1	-4	-0.5
20	COc1ccc(CNC(=O)c2ccc(NS(=O)(=O)c3c(C)noc3C)cc2)cc1	1	1	-5	8	-7	-1	7	0	2	-1.1
21	C[C@H](CO)N1C[C@H](C)[C@@H](CN(C)S(=O)(=O)c2cccs2)Oc2ccc(NC(=O)C3CC3)cc2C1=O	-4	3	2	3	3	-4	3	-2	1	1.0
22	CCOC(=O)[C@H](Cc1ccccc1)NC(=O)[C@H]1C[C@@]2(N3CCCCC3)c3ccccc3N(C(=O)OC(C)(C)C)[C@H]2N1C(=O)OC(C)(C)C	-2	3	-1	.	-6	.	6	-1	-3	.
23	Cn1ncc(Cl)c1C(=O)NCc1cc(C(C)(C)C)n[nH]1	-2	-2	2	3	2	-1	-5	-2	0	1.2
24	CC1(C(=O)O)CCCN(C(=O)c2cccnc2Oc2ccccc2)C1 (configuration not stated)	0	-1	2	-1	0	.	1	-1	-12	-0.1
25	O=C(N/N=C/C=C/c1ccccc1)c1cccnc1	-5	3	5	-4	-6	6	-2	-5	1	-3.5

Full records as entered above. Order of screens: LEDGF integ inh, PRMT1 FP inh, MBD2 inh, TCR CD3 inh, mABHD4 FP, HTRA1 inh, rCAG RNA binder, UHRF1 MBD2 ctr, NR1D1 modulator, PG9 binder
Record of CCN(CC)c1ccc(N2C(=NC(=O)C3CC3)SC3CS(=O)(=O)CC32)cc1 (configuration not stated) = 1, 3, -2, -3, -5, 0, 0, 5, -2, -0.9
Record of COc1cccc(NC(=O)CN(C)CC(=O)NCC(=O)Nc2ccc(F)cc2)c1 = -1, 1, -4, -3, 1, 5, 3, -4, 4, -0.4
Record of Cc1cc(N)n(-c2nc3ccccc3s2)n1 = 0, 0, 2, 1, -1, 1, 3, -3, -1, 0.2
Record of O=C(Nc1ccn(CCCNCc2ccc3c(c2)OCO3)c(=O)n1)OCc1ccccc1 = 2, -1, 4, 4, 3, -4, 9, -1, -4, -0.5

More entries
#	Structure	LEDGF integ inh	PRMT1 FP inh	MBD2 inh	TCR CD3 inh	mABHD4 FP	HTRA1 inh	rCAG RNA binder	UHRF1 MBD2 ctr	NR1D1 modulator	PG9 binder
26	Cc1nc(NC(=O)c2ccccc2)sc1Cc1ccc2c(c1)OCO2	0	-1	-4	-2	8	-43	3	-1	3	-1.6
27	O=C(Nc1ccccc1N1CCCC1)C1CCN(S(=O)(=O)c2ccccc2C(F)(F)F)CC1	-6	8	9	0	-24	-5	1	3	5	-0.6
28	Cn1cnc2cc(NC(=O)c3ccco3)ccc21	0	-2	0	-2	4	5	-1	-3	1	-0.4
29	CC1=C(C(=O)OC(C)C)C(c2cccs2)NC(=S)N1 (configuration not stated)	3	-1	4	-8	-1	-7	0	-3	-1	0.3
30	COc1ccccc1NC(=O)CSc1nnc(CNC(=O)c2ccccc2F)o1	0	0	5	-2	-5	7	0	4	5	-2.4
31	Cc1ccccc1OCCc1c(C)[nH]c(=S)[nH]c1=O	4	-2	-1	4	-5	3	-1	-2	-1	-0.8
32	CCOc1ncccc1C(=O)OCc1ccc([N+](=O)[O-])cc1	-1	-1	-6	-1	-2	2	-6	-1	-2	0.7
33	CN(C)c1ccnc2sc(C(=O)NCc3ccccc3)c(N)c12	-3	3	-1	-12	2	2	-3	-1	-2	0.8
34	COCCNC(=O)C1(C)CCCN(C(=O)c2ccccc2OC(F)(F)F)C1 (configuration not stated)	-1	-2	-8	5	5	.	-1	-1	-1	0.2
35	O=C(N[C@H]1C/C=C\C(c2cccc(F)c2)N(Cc2ccccc2)C(=O)C1)OCC1c2ccccc2-c2ccccc21 (some centres not stated)	-2	-5	-1	10	-1	-40	9	-1	9	-1.9
36	COc1ccc(CNC(=O)C(c2ccco2)N(Cc2ccccc2)C(=O)Cc2cccs2)cc1 (configuration not stated)	0	2	-5	3	-2	-1	-2	-2	-4	0.7
37	COc1ccc(N(C)S(=O)(=O)c2cccc(C(=O)Nc3nnc(C4CC4)s3)c2)cc1	1	3	-3	6	-11	-14	20	2	-4	0.7
38	CCCCn1c(N)c(N(CC(C)C)C(=O)CN(C)S(=O)(=O)c2ccc(F)cc2)c(=O)[nH]c1=O	3	0	-3	9	4	-2	0	-1	-3	1.1
39	COc1ccc(Cl)cc1S(=O)(=O)N1CCC(C(=O)NC2CC2)CC1	-1	-1	1	0	3	-3	-4	0	-3	-2.0
40	Cc1sc(NC(=S)NC(=O)c2cccs2)nc1-c1ccc(CC(C)C)cc1	3	-4	1	7	2	7	3	-3	8	-0.4
41	Cc1ccnc(SCC(=O)O)n1	-1	-3	1	1	4	-5	-1	1	-5	-0.3
42	CC(OC(=O)c1ccc2ncsc2c1)C(=O)NC1CCCCC1C (configuration not stated)	-3	9	4	9	-4	-2	0	0	1	-0.2
43	Cc1nn(CC#N)c(=O)n1-c1cccc(F)c1	1	0	-3	3	-2	-10	2	-1	1	-3.1
44	CC1CCCN(C(=S)Nc2ccc(S(=O)(=O)N3CCCCC3)cc2)C1 (configuration not stated)	6	-4	-4	0	-1	-11	3	-1	-10	-2.9
45	Cc1cc(C(=O)OC(C)C(=O)NC2CCCCC2C)c(C)o1 (configuration not stated)	-3	5	3	-5	-4	2	-6	4	-5	-1.9
46	Cc1oc(S(=O)(=O)N2CCCC2)cc1C(=O)Nc1ccccc1	-4	1	-2	-5	1	-3	-4	2	3	-0.6
47	COc1cccc(/C=C2\SC(=S)N(CCC(=O)N3CCCCC3CCO)C2=O)c1 (configuration not stated)	0	1	-6	-9	-21	-20	2	-3	1	0.1
48	O=C(Nc1ccc(S(=O)(=O)N2CCCCC2)cc1)c1ccc(F)cc1	4	-2	4	-4	-13	-29	0	1	0	-1.7
49	COc1ccc(-c2csc(N3CCN(C(=O)c4ccccc4)CC3)n2)cc1	1	-1	-3	0	0	-2	0	3	1	0.3
50	CCOC(=O)c1ccc(NC(=O)NC2CC3CCC(C2)N3Cc2nnnn2Cc2ccco2)cc1 (configuration not stated)	5	23*	3	0	-3	-15	6	5	2	1.0

Marked active in PRMT1 FP inh, among the entries above:
nr | canonical_smiles | LEDGF integ inh | PRMT1 FP inh | MBD2 inh | TCR CD3 inh | mABHD4 FP | HTRA1 inh | UHRF1 MBD2 ctr | NR1D1 modulator | PG9 binder
50 | CCOC(=O)c1ccc(NC(=O)NC2CC3CCC(C2)N3Cc2nnnn2Cc2ccco2)cc1 (configuration not stated) | 5 | 23* | 3 | 0 | -3 | -15 | 5 | 2 | 1.0

New compounds follow:
#	mol	LEDGF integ inh	PRMT1 FP inh	MBD2 inh	TCR CD3 inh	mABHD4 FP	HTRA1 inh	rCAG RNA binder	UHRF1 MBD2 ctr	NR1D1 modulator	PG9 binder
51	CN(CC(=O)Nc1cccc(F)c1)C(=O)CC1CCCCC1	-5	3	2	-1	-4	3	-4	0	-1	2.0
52	COc1ccc(C(O)c2nc(-c3ccc(C)c(C)c3)cs2)cc1 (configuration not stated)	-1	0	-4	0	-25	.	0	-1	1	1.0
53	CCn1cc(C(=O)NC(=S)Nc2cccc(O)c2)cn1	-4	7	7	-1	-7	-2	7	3	-6	1.6
54	O=C(Cn1cnc2ccccc2c1=O)N1CCCCC1	5	-8	-2	.	4	.	5	1	-2	.
55	CC(C)(C)OC(=O)NCCCCCNC(=O)c1nc[nH]c1C(=O)NCc1ccccc1	0	-2	-3	2	1	-10	-11	-1	1	-3.3
56	Cc1ccccc1CN(c1ccc(C(=O)Nc2cccnc2)cc1)S(C)(=O)=O	-3	-1	2	2	0	4	-1	-1	-4	0.3

Quoted from above, nos. 55 to 56
#	mol	LEDGF integ inh	PRMT1 FP inh	MBD2 inh	TCR CD3 inh	mABHD4 FP	HTRA1 inh	rCAG RNA binder	UHRF1 MBD2 ctr	NR1D1 modulator	PG9 binder
55	CC(C)(C)OC(=O)NCCCCCNC(=O)c1nc[nH]c1C(=O)NCc1ccccc1	0	-2	-3	2	1	-10	-11	-1	1	-3.3
56	Cc1ccccc1CN(c1ccc(C(=O)Nc2cccnc2)cc1)S(C)(=O)=O	-3	-1	2	2	0	4	-1	-1	-4	0.3
